High-throughput results deposited in PubChem BioAssay by Broad Institute.
PGC1a acetyl inh: PGC1a acetylation modulation, inhibitor mode | U2OS PGC1a acetylation, AlphaScreen anti-acetyl-lysine; with virally co-expressed GCN5 acetyltransferase | inhibition, % at 15.6 µM | 0.17% of 350,000 active;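 active = every replicate shows inhibition of at least 40%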;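 also: 0% = neutral control wells and 100% = positive control wells; some results beyond the cut were filed as inactive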
RAD52 inh: blocks human RAD52 DNA annealing; recombinant RAD52 DNA annealing, FRET fluorescence; inhibition, % at 18.7 µM; 0.46% of 360,000 active;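 active = every replicate showing at least 50% inhibition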
Cneo AK release: Cryptococcus neoformans lysis via adenylate kinase release | C. neoformans lysis, adenylate kinase release luminescence, 4 h; normalised: neutral wells 0, clomiphene wells 100 | 0.2% of 360,000 active | lysis activity, % at 15 µM | AID 651654;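 active = mean lysis activity across replicates of at least 80%, whatever share of replicates individually reach that level; inactive = mean lysis activity below 80%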
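Material: C. neoformans cells; Schedule: 4 h static compound exposure, 37 °C, read 1 h post-reagent; Measured by: adenylate kinase release luminescence; Read-out: signal increase indicating cell lysis; Controls: Clomiphene as positive lysis control.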
ERAP1 HTS inh: blocks human ERAP1 aminopeptidase activity; 0.15% of 340,000 active; recombinant ERAP1, Leu-AMC fluorescence, 60 min; Q9NZ08; AID 652197; inhibition, % at 10.7 µM;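 active = mean replicate inhibition of at least 30%, or all replicates individually reaching that 30% level; inactive = mean below 30% and not every replicate reaching it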;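 also: 0% = neutral control wells and 100% = L-leucinethiol positive control wells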
PglD inh: inhibitors of Campylobacter jejuni PglD acetyltransferase. purified PglD enzyme, DTNB colorimetric CoA detection. inhibition, % at 12.5 µM. 0.098% of 360,000 active; in the data active = inhibition above about 16%, passing the limit was not always enough; also: strong numbers were not always called active
miR-122 sensor: miR-122 inhibition in Huh7 cells; Huh7 miR-122 Renilla luciferase sensor, 48 h; neutral wells = 0, positive control = 100; activation (reporter increase), % at 12.5 µM; 0.3% of 340,000 active;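 active = mean replicate activation score at least 90 and every replicate individually at or above 90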;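 also: higher luciferase means less miR-122 activity so hits act as miR-122 inhibitors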
RAD54 branch: inhibitors of human RAD54 branch migration; Q92698; RAD54 Holliday junction branch migration, FAM/BHQ fluorescence; inhibition, % at 10.4 µM; 0.14% of 360,000 active;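 active = mean normalized replicate activity at least 40 and at least half of replicates scoring 40 or more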;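 also: 0% = median of neutral control wells and 100% = median of positive control wells; inhibitors cause a drop in the FAM fluorescence signal; in these data hits start at about 50%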
Target sequence (Q92698 whole entry, looked up): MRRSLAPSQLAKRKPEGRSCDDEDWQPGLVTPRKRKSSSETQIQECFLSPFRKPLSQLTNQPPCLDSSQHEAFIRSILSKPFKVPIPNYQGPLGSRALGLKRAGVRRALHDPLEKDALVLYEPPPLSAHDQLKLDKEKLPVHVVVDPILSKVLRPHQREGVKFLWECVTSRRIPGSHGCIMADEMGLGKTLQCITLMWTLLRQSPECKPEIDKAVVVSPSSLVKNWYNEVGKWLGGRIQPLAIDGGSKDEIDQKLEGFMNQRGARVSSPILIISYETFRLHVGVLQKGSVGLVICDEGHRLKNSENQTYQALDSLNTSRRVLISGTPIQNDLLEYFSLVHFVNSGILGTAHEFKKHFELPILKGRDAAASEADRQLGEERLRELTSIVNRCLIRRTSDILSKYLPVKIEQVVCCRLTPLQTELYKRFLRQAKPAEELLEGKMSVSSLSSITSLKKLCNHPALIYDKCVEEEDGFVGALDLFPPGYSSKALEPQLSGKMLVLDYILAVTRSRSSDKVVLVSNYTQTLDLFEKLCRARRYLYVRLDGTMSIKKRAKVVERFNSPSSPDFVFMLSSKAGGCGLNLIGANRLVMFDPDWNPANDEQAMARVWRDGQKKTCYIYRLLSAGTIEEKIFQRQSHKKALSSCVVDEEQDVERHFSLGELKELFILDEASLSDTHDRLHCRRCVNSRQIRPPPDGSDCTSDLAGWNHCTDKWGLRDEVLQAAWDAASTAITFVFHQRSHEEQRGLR
E-sel inducer: E-selectin induction on HUVECs | HUVEC E-selectin immunofluorescence imaging; normalized: neutral wells 0, TNF-alpha wells 100 | activation, % at 7.58 µM | 0.37% of 260,000 active | AID 686992;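 active = mean E-selectin-positive cell signal at least 10% of the positive control, reached in at least 60% of replicates, without over 20% cell loss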;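 also: in these data hits start at about 27%; measured in HUVEC primary endothelial cells; signal is the percent of cells scored E-selectin positive by PE staining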
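Test system: HUVEC; input: 3,000 HUVEC/well; measured by: immunofluorescence imaging; read-out: % PE-positive cells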
* hit, by the source's call; . = not tested or not shown; & = joins results of further samples; [ ] = remark or other dose.

1: COc1ccc(-c2ccc([C@H]3[C@@H]4C=CCC[C@@]4(C)C(=O)N3Cc3ccccc3)c(F)c2)cc1OC
2: COc1ccc(S(=O)(=O)N[C@@H]2C=C[C@H](CC(=O)NCCc3ccccc3)O[C@@H]2CO)cc1
3: CC1(C(=O)Nc2ccc3c(c2)OCCO3)CCC(=O)N1C1CCN(Cc2ccccc2)CC1 (stereo not given)
4: COc1cccc(-c2ccc3c(c2)[C@@H]2[C@@H](CCN2S(=O)(=O)c2ccccc2C)[C@@H](CO)N3)c1
5: O=C(O)c1cccc(S(=O)(=O)Nc2ccc(Oc3ccccc3)cc2)c1
6: C=CCNc1ncnc2c1ncn2[C@H]1CN(CCN2CCOCC2)C[C@@H](CO)O1
7: Cc1cccc(N2C(=O)CC(Sc3ncn[nH]3)C2=O)c1 (stereo not given)
8: C=CCNC(=O)c1onc(CSc2nc3ccccc3[nH]2)c1C(=O)NCC=C
9: CCOc1ccc(CN2C(=O)CCC2(C)C(=O)NCc2cccnc2)cc1 (stereo not given)
10: COc1ccc(N(CC(=O)N2CCN(c3ccccc3)CC2)S(=O)(=O)c2ccc(C)cc2)cc1

compound no.	1	2	3	4	5	6	7	8	9	10
PGC1a acetyl inh	-29	-1	13	-10	-6	0	12	6	-3	.
RAD52 inh	-5	16	-6	-38	-16	5	-5	-16	-17	4
Cneo AK release	1	-6	6	-11	0	0	0	2	2	2
ERAP1 HTS inh	0	-1	8	0	-2	-2	-3	0	1	0
PglD inh	-3	-2	-2	4	-6	8	-3	-1	-2	-6
miR-122 sensor	-5	.	-3	1[16.7 µM]	0	-2	-6	-6	5	.
RAD54 branch	1	2	-4	3	-9	-3	-5	2	3	0
E-sel inducer	0.1	0.9	-0.1	-0.9	.	-0.1	.	-0.1	2.6	0.4

11: CC12CCC(=O)N1C(C(=O)Nc1cccc(S(=O)(=O)N3CCCCCC3)c1)CS2 (stereo not given)
12: O=C(NCc1ccccc1)c1ccc(CS(=O)(=O)c2ccc(Br)cc2)o1
13: COCCN(C(=O)COC(=O)c1cccs1)c1c(N)n(Cc2ccccc2)c(=O)[nH]c1=O
14: O=[N+]([O-])c1ccccc1S(=O)(=O)n1nnc2ccccc21
15: O=C(COc1ccc(S(=O)(=O)NC2CCCCC2)cc1)NCCC1=CCCCC1
16: O=C1c2ccccc2C(=O)N1Cc1ccccc1F
17: C#CCOCCOCCOCCNc1nc(N2CCN(C(=O)[C@H](CCCCN)n3cc([C@@H](N)CC(C)C)nn3)CC2)nc(N2CCN(C(=O)[C@H](CCCCN)n3cc([C@@H](N)CC(C)C)nn3)CC2)n1
18: CO[C@H]1CN(C)C(=O)c2ccc(NS(C)(=O)=O)cc2OC[C@H](C)N(CC2CCOCC2)C[C@@H]1C
19: CCC(Oc1ccccc1)C(=O)N1CC(C)CC(C)C1 (stereo not given)
20: CCOC(=O)C1(Cc2cccc(Cl)c2)CCCN(C(=O)c2cccnc2)C1 (stereo not given)

compound no.	11	12	13	14	15	16	17	18	19	20
PGC1a acetyl inh	1	.	.	-6	4	.	4	1	-15	97*
RAD52 inh	2	-11	-11	.	.	-2	.	5	.	-18
Cneo AK release	1	1	0	0	0	2	-1	.	0	.
ERAP1 HTS inh	0	-1	-1	.	.	-3	.	-2	.	-1
PglD inh	-1	4	2	0	10	3	-4	.	0	.
miR-122 sensor	6	-6	4	-3	82	-3	-7	.	1	-3
RAD54 branch	3	0	-6	-8	-4	14	7	.	-13	.
E-sel inducer	-5.5	.	.	-0.2	.	.	.	0.0	.	.

21: COC(C(=O)Nc1ccnn1C1CCN(Cc2ccc(CO)o2)CC1)c1ccccc1 (stereo not given)
22: Clc1ccc(/C=N/Nc2ncnc3nc[nH]c23)cc1
23: O=C(O)c1nc(N2CCCCC2)ncc1Cl
24: CCC(=O)Nc1ccc2c(c1)C(=O)N(C)[C@H]1CC[C@@H](CC(=O)NCC3CC3)O[C@@H]1CO2
25: Clc1ccc(CNc2ccc(CNc3ncn[nH]3)cc2)cc1
26: COc1ccc(NC(=O)N(C)C[C@H]2Oc3ccc(NS(=O)(=O)c4c(C)noc4C)cc3C(=O)N([C@H](C)CO)C[C@@H]2C)cc1
27: C=CCNc1nnnc2c1sc1nc(N3CCOCC3)c3c(c12)CCCC3
28: C/C(=N/Nc1ccc(F)cc1)c1ccc(Cl)s1
29: Cc1c(NC(=S)N/N=C/c2cc([N+](=O)[O-])ccc2O)c(=O)n(-c2ccccc2)n1C
30: C=CCOc1ccc(C2NC(=O)c3ccccc3O2)cc1OCC (stereo not given)

compound no.	21	22	23	24	25	26	27	28	29	30
PGC1a acetyl inh	6	0	3	1	2	-1	4	2	-1	5
RAD52 inh	-11	-3	.	-1	.	-10	-7	-7	-11	-14
Cneo AK release	-1	-1	-1	-2	3	0	.	.	1	-1
ERAP1 HTS inh	4	-1	.	-2	.	-1	-1	3	10	.
PglD inh	0	10	3	0	12	-5	.	.	-3	-2
miR-122 sensor	5	13	0	-3[16.7 µM]	-1	1	-4	-5	-2	-2
RAD54 branch	11	1	-5	-11	-2	-1	.	.	-11	0
E-sel inducer	2.7	.	.	0.0	.	0.1	.	0.2	-0.2	-0.1

31: C=CCN(CC=C)S(=O)(=O)c1ccc(C(=O)Nc2nnc(COC)o2)cc1
32: O=C(C1CCCC1)N1CCCCN2[C@H](C1)[C@@H](c1ccc(C#CC3(O)CCCC3)cc1)[C@@H]2CO
33: CN1C(=O)c2cc(NS(=O)(=O)c3ccc(F)cc3)ccc2OC[C@H]2O[C@@H](CC(=O)NCC(F)(F)F)CC[C@H]21
34: CCN1CCN(C(CNS(=O)(=O)c2ccccc2)c2cccnc2)CC1 (stereo not given)
35: CCC(=O)NC[C@H]1[C@@H](c2ccc(-c3cccc(F)c3)cc2)[C@H](CO)N1C(=O)CC
36: CO[C@H]1CN(C)C(=O)c2cc(NS(=O)(=O)CC(F)(F)F)ccc2OC[C@@H](C)NC[C@@H]1C
37: C#CCOC(=O)c1ccc(-n2cncn2)nc1
38: Cc1cccc(N(CC(=O)N2CCCC2)S(=O)(=O)c2ccccc2)c1
39: CCN1[C@@H]2Cn3c(ccc(-c4ccccc4)c3=O)[C@H]1[C@@H](C(=O)NCCCN1CCOCC1)[C@@H]2CO
40: C[C@@H]1CN([C@H](C)CO)C(=O)c2ccccc2-c2ccccc2CO[C@H]1CN(C)C(=O)Oc1ccccc1

compound no.	31	32	33	34	35	36	37	38	39	40
PGC1a acetyl inh	1	0	4	5	4	-6	40	-6	.	-3
RAD52 inh	-6	1	0	0	.	-13	.	.	2	20
Cneo AK release	.	-1	-6	0	2	-2	1	1	2	0
ERAP1 HTS inh	0	6	-4	1	.	1	.	.	-2	-4
PglD inh	.	-3	4	6	2	-1	2	2	6	1
miR-122 sensor	8	-26[16.7 µM]	0[16.7 µM]	-8	-12[16.7 µM]	-4[16.7 µM]	-3	-1	.	.
RAD54 branch	.	3	2	1	1	-1	-11	-1	2	-9
E-sel inducer	.	.	0.4	0.0	0.8	0.2	.	.	-0.1	-0.1

41: C[C@H](CO)N1C[C@H](C)[C@H](CN(C)S(=O)(=O)c2cn(C)cn2)Oc2ccc(NC(=O)Cc3ccccc3)cc2CC1=O
42: C[C@H]1CN([C@@H](C)CO)C(=O)CCCn2cc(nn2)CO[C@@H]1CN(C)C(=O)Nc1cccc(F)c1
43: O=C(CCSc1ccc(Cl)cc1)N1CCN(c2ccc(O)cc2)CC1
44: C=CCn1c(NCc2cc(C)ccc2O)nc2ccccc21
45: CSc1ccc(C2Nc3ccccc3-c3cc(C)nn32)cc1 (stereo not given)
46: C[C@H](CO)N1C[C@H](C)[C@H](CN(C)C(=O)c2cccnc2)Oc2cc(C#CC3CC3)ccc2S1(=O)=O
47: CCN1[C@@H]2Cn3c(ccc(-c4ccccc4F)c3=O)[C@H]1[C@@H](C(=O)NCc1ccc(F)cc1)[C@@H]2CO
48: O=C(O)CC(C(=O)Nc1ccc(Cl)cc1)N1CCCCCC1 (stereo not given)
49: Cc1cccc2sc(NC(=O)Cn3c(C)csc3=O)nc12
50: COc1cccc(NC(=O)N2CCCCCC2)c1

compound no.	41	42	43	44	45	46	47	48	49	50
PGC1a acetyl inh	0	0&0&4	-4	6	-6	-7	.	3	.	5
RAD52 inh	.	-7&2	-1	1	.	2	-1	-11	-9	-9
Cneo AK release	1	-1	.	3	6	0	-2	2	-1	5
ERAP1 HTS inh	.	-5&-1	-6	-2	.	1	-4	0	1	-2
PglD inh	1	1	.	4	11	-2	-1	-5	5	-3
miR-122 sensor	-1[16.7 µM]	4	.	9	13	4[16.7 µM]	.	-5	1	-1
RAD54 branch	-2	6	.	-6	-12	-6	-1	-2	3	7
E-sel inducer	-2.4	0.2&-0.2	-0.3	3.9	.	-0.9	-0.1	.	2.7	.

Grouped by structure: the entries above with an NH in an aromatic ring
7: Cc1cccc(N2C(=O)CC(Sc3ncn[nH]3)C2=O)c1 (stereo not given)
8: C=CCNC(=O)c1onc(CSc2nc3ccccc3[nH]2)c1C(=O)NCC=C
13: COCCN(C(=O)COC(=O)c1cccs1)c1c(N)n(Cc2ccccc2)c(=O)[nH]c1=O
22: Clc1ccc(/C=N/Nc2ncnc3nc[nH]c23)cc1
25: Clc1ccc(CNc2ccc(CNc3ncn[nH]3)cc2)cc1

compound no.	7	8	13	22	25
PGC1a acetyl inh	12	6	.	0	2
RAD52 inh	-5	-16	-11	-3	.
Cneo AK release	0	2	0	-1	3
ERAP1 HTS inh	-3	0	-1	-1	.
PglD inh	-3	-1	2	10	12
miR-122 sensor	-6	-6	4	13	-1
RAD54 branch	-5	2	-6	1	-2
E-sel inducer	.	-0.1	.	.	.

Next part.
51: Cc1cccc(OCC(=O)NNC(=O)Cn2c(=O)cnc3ccccc32)c1
52: Cc1cc(C)cc(NC(=S)N2CCC(N(C)CC3CCCO3)CC2)c1 (stereo not given)
53: Cc1ccc(CN(C)C(=O)CC2C(=O)NCCN2CC2CCCCC2)cc1 (stereo not given)
54: CNC(=O)C[C@H]1CC[C@@H]2[C@@H](COc3ccc(NC(=O)Nc4ccc(C)cc4)cc3C(=O)N2C)O1
55: Cc1nc2ncnn2c(C)c1CCC(=O)Oc1ccccc1

compound no.	51	52	53	54	55
PGC1a acetyl inh	-6	0	-9	-15	4
RAD52 inh	-8	-18	-9	7	.
Cneo AK release	0	3	.	8	1
ERAP1 HTS inh	-1	-4	-1	-2	.
PglD inh	1	0	.	-2	3
miR-122 sensor	-2	-13	1	-4[16.7 µM]	-2
RAD54 branch	11	3	.	-2	0
E-sel inducer	1.8	1.8	.	0.1	.
